Bioassay records from PubChem BioAssay.
RXFP1 agonist: activates the human relaxin receptor RXFP1; 370,000 tested, 0.3% active; HEK293T-RXFP1 cAMP TR-FRET, 30 min; response scale: percent of porcine relaxin response, buffer zero; Potency, µM (series often up to 57.5 µM), for the others: at the highest dose activation, hits mostly activators; AID 2676; also: potency is read from the fitted curve at half-maximal effect; % is scaled to controls: 0 for no effect and ±100 for the full control effect; nearly all actives have a fitted effect of over 60% in size; many of its hits are not listed in these tables
Target sequence (Q9HBX9 whole entry, looked up): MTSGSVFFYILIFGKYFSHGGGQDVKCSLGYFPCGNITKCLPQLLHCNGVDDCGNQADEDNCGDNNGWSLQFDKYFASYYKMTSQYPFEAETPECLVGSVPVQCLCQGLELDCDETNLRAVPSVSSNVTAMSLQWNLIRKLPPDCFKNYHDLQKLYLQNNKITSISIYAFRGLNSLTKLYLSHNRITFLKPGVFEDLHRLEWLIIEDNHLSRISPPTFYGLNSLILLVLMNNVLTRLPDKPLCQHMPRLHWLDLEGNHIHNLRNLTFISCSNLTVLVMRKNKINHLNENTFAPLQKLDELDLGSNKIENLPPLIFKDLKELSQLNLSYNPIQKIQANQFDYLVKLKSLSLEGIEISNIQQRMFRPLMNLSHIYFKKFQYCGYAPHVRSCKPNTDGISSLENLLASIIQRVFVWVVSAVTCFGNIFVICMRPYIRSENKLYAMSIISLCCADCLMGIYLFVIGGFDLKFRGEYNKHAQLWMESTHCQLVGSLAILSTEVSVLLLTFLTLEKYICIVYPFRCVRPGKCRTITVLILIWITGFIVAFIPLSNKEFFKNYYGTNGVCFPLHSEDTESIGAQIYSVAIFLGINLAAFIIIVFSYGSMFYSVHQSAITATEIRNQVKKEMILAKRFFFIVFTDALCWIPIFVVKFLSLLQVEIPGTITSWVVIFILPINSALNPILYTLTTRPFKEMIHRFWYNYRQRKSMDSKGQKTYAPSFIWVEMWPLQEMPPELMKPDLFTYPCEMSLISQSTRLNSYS
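Agonist response is measured as cAMP accumulation in an RXFP1-transfected HEK293T line under PDE4 inhibition. Values are scaled between buffer-only and 29 nM porcine relaxin, and EC50s come from standard Hill equation fits.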
Vif-A3F inh: Vif-A3F binding inhibition; Potency, µM (doses to about 46.1 µM), for inactives: top-dose activity, negative = active; 390,000 tested, 0.2% active; AID 602313; HeLa A3F-eYFP + Vif (tagged APOBEC3F with the HIV-1 protein that degrades it), YFP fluorescence increase; also: potency is read from the fitted curve at half-maximal effect; % of control where 0% means no effect; nearly all actives have a fitted effect of over 65% in size
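Fluorescence increase (Ex 488/Em 500-530) after overnight compound treatment at 37 deg C flags inhibition of Vif-driven A3F-eYFP loss in stable HeLa A3F-eYFP/Vif cells seeded overnight beforehand.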
GRP78 ERSR act: inducers of ER stress response in human glioma cells; AID 602332; 420,000 tested, 0.02% active; Potency, µM, for the others: at the highest dose activation, actives largely listed as activators; U87-MG GRP78 promoter luciferase reporter, 16 h; also: potency is read from the fitted curve at half-maximal effect; series mostly up to about 76 µM; % of control where 0% means no effect; nearly all actives have a fitted effect of over 35% in size
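Stably transfected U87-MG glioma cells carrying a GRP78-based luciferase sensor; 16 h compound incubation. Luminescence end-point read 10 min after Bright-Glo addition at room temperature.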
D1 PAM: human D1 dopamine receptor positive modulation. 360,000 tested, 0.036% active. potentiation, % at 10 µM. HEK293 TREx D1 cells, calcium flux, dopamine EC20 potentiation. P21728. AID 504651; in the data active = potentiation above about 30%; also: 0% is about no effect
D2 PAM: positively modulates the human D2 dopamine receptor allosterically | P14416 | HEK293 T-REx D2, calcium flux, EC20 dopamine potentiation | potentiation, % at 10 µM | 340,000 tested, 0.34% active | AID 485347;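 active = potentiation over 3 SD above the plate norm, cut at about 30% in these data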; also: 0% is about no effect
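Cells plated with tetracycline inducer and held overnight at 30 C; calcium dye loaded 30–90 min at room temperature; baseline taken, compound added and read 180 s; EC20 dopamine then added and read 180 s.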
D1 antagonist: human D1 dopamine receptor antagonism | activity change, negative = inhibition, % at 10 µM | AID 504652 | 360,000 tested, 3.2% active | P21728 | HEK293 TREx D1 cells, calcium flux, dopamine EC80; active compounds read low; in the data active = activity change below about -30%; also: % is scaled to controls: 0 for no effect and ±100 for the full control effect
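Cells carrying a force-coupled, tetracycline-inducible human D1 receptor report calcium flux. Each well gets a 10 s baseline, compound with 180 s monitoring, then an EC80 dopamine stimulus with a second 180 s kinetic read.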
LDHA inh: LDHA (human) enzyme inhibition | AID 1347041 | activity change, % (values are at about 110 or 230 µM) | purified LDHA, NADH/diaphorase-resazurin fluorescence; active compounds read low | 480,000 tested, 0.15% active; in the data active = activity change below about -30%; inconclusive = mostly about -25% to -30%;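 also: plate controls were DMSO wells for no effect and wells without enzyme for full effect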
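Resorufin fluorescence (ex540/em590), read at 0 and 20 min after diaphorase/resazurin addition, reports the NADH left after a 5 min room-temperature reaction of 2 nM human LDH5 with 0.06 mM NADH and 0.2 mM pyruvate.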
Vif-A3G inh: Vif-A3G binding inhibition; 410,000 tested, 0.076% active; Potency, µM (doses to about 46.1 µM), inactives show at the highest dose activity, negative = active, usual class: inhibitors; Q9HC16; HeLa A3G-eYFP + Vif (tagged APOBEC3G with the HIV-1 protein that degrades it), YFP fluorescence, overnight;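 also: potency is read from the fitted curve at half-maximal effect; % is scaled to controls: 0 for no effect and ±100 for the full control effect; nearly all actives have a fitted effect of over 60% in size; hits raise eYFP signal because A3G escapes Vif-driven loss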
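Read-out is eYFP fluorescence (Ex 488/Em 500-530) from Vif-expressing HeLa A3G-eYFP cells; more signal means A3G escaped Vif-mediated degradation. Cells plated overnight, compound pinned in, incubated overnight at 37 deg C.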
D1 agonist: activates the human D1 dopamine receptor; P21728; HEK293 T-REx D1 cells, calcium flux, agonist mode; activation, % at 2 µM; 360,000 tested, 1% active; AID 504660; in the data active = activation above about 30%; also: 0% is about no effect
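Agonism was scored from calcium flux recorded over 180 s (1 read/s) after pintool compound addition, following a 10-cycle baseline. Cells were inducible force-coupled HEK293 TREx D1, plated overnight at 30 C and loaded with no-wash calcium dye.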
* = called active by the depositor; u = inconclusive; x = not tested or not shown; & = joins results of further samples. Unless noted, calls follow the shape of the dose curve; as a rule, active = well fitted curve in the direction sought with a large enough effect; inconclusive = small, poorly fitted or top-dose-only effect, or another doubt; inactive = no such curve, though single readings can be large; an effect the other way counts as inactive or inconclusive.

SMILES	RXFP1 agonist	Vif-A3F inh	GRP78 ERSR act	D1 PAM	D2 PAM	D1 antagonist	LDHA inh	Vif-A3G inh	D1 agonist
NNC(=O)c1ccc(COc2ccccc2)cc1	-1.8%	-0.1%	1.0%	-0.3	1.0	-5.8	-2.7	0.8%	3.1
CCSc1nc(N2CCOCC2)c2ccccc2n1	2.2%	0.0%	-3.3%	-0.6	5.6	1.0	-5.0	-0.4%	4.0
CCCCn1c(N)c(N(CCC(C)C)C(=O)c2ccc([N+](=O)[O-])s2)c(=O)[nH]c1=O	-0.7%	u	-2.2%	-0.5	6.6	3.8	-4.0	-11.6%	0.0
N#Cc1sc(NCc2cccc(Cl)c2)nc1Cl	1.8%	-1.9%	-1.2%	-2.4	6.7	-6.0	-14.0	7.0%	2.5
COc1ccccc1OCc1nnc(SCC(=O)Nc2nnc(C3CC3)s2)n1C	-1.3%	-1.7%	0.6%	-1.6	23.1	-0.3	-12.5	0.5%	-2.9
Clc1ccc(/C=N/N2CCN(Cc3ccccc3)CC2)cc1	-0.5%	-7.0%	2.1%	-3.5	-6.6	4.2	-9.6	0.3%	-4.0
COc1ccccc1-c1nnc(NC(=O)c2cccc(N3C(=O)CCC3=O)c2)o1	-0.1%	1.0%	-3.4%	-10.1	-5.7	-15.4	9.9	-2.2%	1.0
COc1ccc(/C=C/C(=O)NCCCN2CCCC2)cc1	-3.4%	6.6%	-3.3%	-7.0	0.1	-12.5	-0.4	-0.5%	-1.0
Cc1ccc(C2/C(=C(/O)c3ccc(Br)cc3)C(=O)C(=O)N2Cc2ccco2)o1 (configuration not stated)	-0.2%	-5.0%	-0.7%	-5.5	0.4	17.4	2.8	-1.7%	3.4
Cc1occc1C(=O)N1CCN(c2ccc(Cl)cc2)CC1	2.2%	-4.3%	-8.1%	-1.5	x	8.1	-1.2	-9.2%	4.2
CC(C)CCNC(=O)Cc1ccccc1[N+](=O)[O-]	-3.0%	3.7%	-0.1%	2.6	32.6*	-22.9	2.6	1.4%	2.5
CCOc1ccc(-c2cn(S(=O)(=O)c3cccc4nsnc34)nc2N)cc1	0.3%	-1.9%	-3.6%	6.8	2.2	-6.1	2.9	-0.7%	3.2
O=S(=O)(c1ccc(F)cc1)N(CCO)CC(O)Cn1c2ccccc2c2ccccc21 (configuration not stated)	3.6%	-10.4%	-2.2%	-1.6	1.0	-0.7	-6.2	-0.1%	6.4
CCOc1ccc(CNC(=O)C(C)n2ncn3cccc3c2=O)cc1 (configuration not stated)	u	-5.3%	-3.6%	-1.2	1.5	15.2	-3.2	-1.1%	2.7
O=C(CCN1C(=O)C2CCCCC2C1=O)Nc1nc2c(F)cc(F)cc2s1 (configuration not stated)	18.6%	u	4.2%	1.7	6.2	7.5	-4.3	-4.9%	2.3
O=C(O)CC1NC(=S)N(c2ccccc2)C1=O (configuration not stated)	-0.6%	-5.0%	-2.9%	-7.2	12.7	1.3	-1.4	7.0%	2.4
CCCn1c(N)c(C(=O)CSc2nc3ccccc3c(=O)n2-c2ccc(OC)cc2)c(=O)[nH]c1=O	26.1%	14.9%	-0.7%	1.6	-6.6	0.9	-9.2	-0.7%	1.4
CC(=O)c1ccc(S(=O)(=O)N2CCN(c3nc(-c4cccnc4)nc4ccccc34)CC2)cc1	2.7%	2.1%	-1.5%	x	5.9	0.7	-3.9&9.7	-13.0%	5.3
CCCCOc1cccc(C2c3c(-c4cc(C)ccc4O)n[nH]c3C(=O)N2CCOC)c1 (configuration not stated)	0.9%	7.4%	-6.7%	1.3	9.1	17.9	4.1	-20.0%	-0.9
CCC(=NCCc1c(C)[nH]c2ccccc12)C1=C(O)CC(c2ccccc2)CC1=O (configuration not stated)	-1.7%	0.1%	-6.3%	-0.3	-10.4	25.0	-3.2	u	2.2
C=CCOc1c(Br)cc(CNn2nnnc2N)cc1OCC	1.1%	-6.3%	2.0%	-4.8	-1.0	-24.0	-4.1	-3.1%	1.9
COc1ccc(C(=O)c2c[nH]c(C(=O)NCCCn3ccnc3)c2)cc1	-1.3%	5.1%	-3.5%	1.8	8.1	-17.8	-10.5	2.7%	-0.6
Cc1cc(C)cc(NC(=S)NC2CC3CCCC(C2)N3C2CC2)c1 (configuration not stated)	0.7%	14.1%	-2.9%	-7.0	0.8	-17.7	-0.9	-1.8%	2.9
CCOc1ccccc1NC(=O)NNC(=O)CCc1ccc(OC)cc1	0.3%	2.5%	10.9%	-2.9	2.6	0.3	-2.6	4.6%	8.5
COc1ccc(OC)c2[nH]c(=O)c(CCNC(=O)C(=O)c3c(C)[nH]c4ccccc34)cc12	3.5%	1.3%	-2.3%	-2.2	7.4	14.6	4.1	-7.6%	1.6
OC(Cn1cncn1)c1ccc(Cl)cc1Cl (configuration not stated)	0.6%	-9.0%	-0.2%	-4.3	-1.2	-6.1	-1.3	1.8%	0.6
NC(=O)CN(c1ccc(Oc2ccccc2)cc1)S(=O)(=O)c1ccccc1	-1.7%	-3.8%	-5.2%	-1.9	-3.8	4.5	-14.0	-3.1%	3.5
COc1ccc(CN(C)CC(=O)Nc2ccccc2C(F)(F)F)cc1	3.2%	-1.5%	2.0%	0.2	-23.2	-13.6	0.9	12.6%	-1.2
C=CCn1cccc(C(=O)Nc2ccc(C)c(C)c2)c1=O	5.0%	10.8%	-1.8%	0.1	-4.5	4.3	-8.7	3.4%	4.9
O=C(COC(=O)c1cc(=O)c2ccccc2o1)NCc1ccccc1	0.7%	1.3%	-2.4%	8.1	6.7	-2.1	-2.3&0.2	-0.3%	8.1
C[C@@H]1CN([C@@H](C)CO)C(=O)CCCn2nncc2CO[C@@H]1CN(C)C(=O)Nc1cccc2ccccc12	x	5.6%	-1.3%	x	x	x	-12.5	-3.4%	x
COc1ccc(/C(N)=N/OC(=O)c2ccc([N+](=O)[O-])c(C)c2)cc1OC	1.7%	u	-1.1%	-7.3	-3.6	7.6	-0.4	0.4%	1.1
COC(=O)c1[nH]c2c(c1C)C(=O)CC(c1cc(OC)ccc1OC)C2 (configuration not stated)	5.0%	-6.3%	-3.4%	-1.9	9.5	4.9	-0.3	u	-1.1
O=C(CCCc1ccccc1)NCc1ccc(F)cc1	-0.2%	-9.6%	-3.8%	7.3	-4.9	-1.0	-8.8	-1.5%	-0.6
Cn1nccc1NC(=O)c1nccnc1C(=O)O	1.0%	-8.5%	-1.9%	6.5	5.8	2.8	-1.2	0.3%	2.0
CCNC(=O)CN(c1ccc(C)cc1)S(=O)(=O)c1ccccc1	2.3%	-5.0%	-3.3%	-6.2	2.8	-13.1	-5.0	-0.6%	0.9
COc1ccccc1Nc1nc(N)nc(CSC(=S)N2CCC(C)CC2)n1	2.9%	3.7%	3.2%	3.4	-3.0	4.4	-3.7	0.6%	1.9
COc1ccc(-c2csc(-c3c(N)c(C(=O)c4ccccc4)n4ccccc34)n2)cc1	10.5%	-0.7%	-1.9%	-2.3	9.9	-3.3	-6.3	11.1%	0.2
O=C(O)CC(NC(=O)C1CCCCC1)c1cc([N+](=O)[O-])ccc1Cl (configuration not stated)	0.5%	-8.1%	-2.7%	-6.3	2.8	4.8	-1.2	1.6%	1.1
CCCCn1c(=O)n(CC(=O)Nc2ccc(C)c(Cl)c2)c(=O)c2c1ncn2Cc1ccco1	-1.3%	u	-2.0%	3.0	-28.0	6.1	-2.1	-8.1%	4.9

An excerpt of these results, with each value named.
COc1ccccc1Nc1nc(N)nc(CSC(=S)N2CCC(C)CC2)n1
  RXFP1 agonist: 2.9%
  Vif-A3F inh: 3.7%
  GRP78 ERSR act: 3.2%
  D1 PAM: 3.4
  D2 PAM: -3.0
  D1 antagonist: 4.4
  LDHA inh: -3.7
  Vif-A3G inh: 0.6%
  D1 agonist: 1.9
O=C(O)CC(NC(=O)C1CCCCC1)c1cc([N+](=O)[O-])ccc1Cl (configuration not stated)
  RXFP1 agonist: 0.5%
  Vif-A3F inh: -8.1%
  GRP78 ERSR act: -2.7%
  D1 PAM: -6.3
  D2 PAM: 2.8
  D1 antagonist: 4.8
  LDHA inh: -1.2
  Vif-A3G inh: 1.6%
  D1 agonist: 1.1
CCNC(=O)CN(c1ccc(C)cc1)S(=O)(=O)c1ccccc1
  RXFP1 agonist: 2.3%
  Vif-A3F inh: -5.0%
  GRP78 ERSR act: -3.3%
  D1 PAM: -6.2
  D2 PAM: 2.8
  D1 antagonist: -13.1
  LDHA inh: -5.0
  Vif-A3G inh: -0.6%
  D1 agonist: 0.9
COc1ccc(-c2csc(-c3c(N)c(C(=O)c4ccccc4)n4ccccc34)n2)cc1
  RXFP1 agonist: 10.5%
  Vif-A3F inh: -0.7%
  GRP78 ERSR act: -1.9%
  D1 PAM: -2.3
  D2 PAM: 9.9
  D1 antagonist: -3.3
  LDHA inh: -6.3
  Vif-A3G inh: 11.1%
  D1 agonist: 0.2

Continued:
SMILES	RXFP1 agonist	Vif-A3F inh	GRP78 ERSR act	D1 PAM	D2 PAM	D1 antagonist	LDHA inh	Vif-A3G inh	D1 agonist
COc1ccc(NC(=S)c2ccc(N(C)C)cc2)cc1	0.2%	-1.0%	-1.6%	-1.8	0.1	16.3	-5.6	-0.2%	5.1
CCN(C(=O)CN1C(=O)NC2(CCc3ccccc32)C1=O)C1CCS(=O)(=O)C1 (configuration not stated)	0.3%	0.6%	-3.1%	-2.9	5.0	0.7	1.9	-0.3%	2.1
CCn1cc(C(=O)NCCc2ccccc2)c(=O)c2cc(S(=O)(=O)N3CCCC3)ccc21	0.2%	-0.1%	-1.6%	-5.5	0.6	0.5	1.3	-6.4%	0.1
CCOC(=O)c1[nH]cnc1C(=O)Nc1ccccc1OC	u	1.0%	-2.5%	-2.8	5.6	-5.5	1.3	5.5%	2.6
COc1ccc(C2/C=C\CN(C(=O)c3ccccc3)CC(=O)N2Cc2ccc(F)cc2)cc1 (configuration not stated)	-0.9%	6.9%	-5.4%&-2.4%	0.8	-11.6	-25.2	0.6	-0.5%&-5.8%	7.1

This is a subset; count on the stated rates, not on these rows.
